HCMV antiviral = qHTS Assay for inhibitors of the human cytomegalovirus (HCMV). HFF cells, HCMV-luciferase reporter, 72 h; stronger effect = lower value. activity change, negative = inhibition, % at 57.5 µM. actives 4.5% (n = 410,000); in the data active = activity change below about -60%; inconclusive = no clear call, values can overlap the other calls; inactive = above about -39%
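Human foreskin fibroblasts infected with luciferase-reporter HCMV at MOI 1 PFU/cell, compounds at two doses. Luciferase measured 72 h post infection; normalized to buffer-only basal and Salinomycin (10uM) controls.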
AmpC detergent = qHTS Inhibitors of AmpC Beta-Lactamase (assay with detergent). P00811. AmpC hydrolysis of nitrocefin, absorbance 480 nm, 0.01% Triton. Potency, µM (highest dose often 114 µM), inactives show at the highest dose activity change, negative = inhibition, usual class: inhibitors. actives 0.041% (n = 370,000). AID 485294, 2010; active = well fitted inhibition curve with a large enough effect; inconclusive = small, poorly fitted or top-dose-only effect;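 note: potency is the fitted concentration of half-maximal effect; 0% = no-compound wells and -100% = no-enzyme wells; nearly all actives have a fitted effect of over 25% in size; some results filed as inactive show a strong effect at the top dose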
Target sequence (P00811 whole entry, looked up): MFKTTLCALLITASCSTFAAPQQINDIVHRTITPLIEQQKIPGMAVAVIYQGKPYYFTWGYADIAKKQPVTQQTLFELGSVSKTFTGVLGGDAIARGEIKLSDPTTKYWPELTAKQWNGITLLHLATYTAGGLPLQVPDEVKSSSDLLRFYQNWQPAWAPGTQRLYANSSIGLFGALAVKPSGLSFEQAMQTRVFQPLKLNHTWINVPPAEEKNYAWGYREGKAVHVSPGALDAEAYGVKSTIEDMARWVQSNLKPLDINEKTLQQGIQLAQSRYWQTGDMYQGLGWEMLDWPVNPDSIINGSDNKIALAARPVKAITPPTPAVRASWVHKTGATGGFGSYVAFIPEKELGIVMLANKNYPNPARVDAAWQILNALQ
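20 mM phosphate pH 7.0 + 0.01% (detergent screen) or 0.0001% Triton X-100; 5.3 nM AmpC reagent; cpd preinc 15 min RT; nitrocefin (800 uM stock) to start; A480 q20 s × 4 min; Activity was normalised to no-enzyme and no-compound control wells.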
* = called active by the depositor; ? = inconclusive. Unless noted, % is set by controls: 0 for no effect and ±100 for the full control effect. Only part of the results is shown. The share of hits here may be higher or lower than overall.

| item | Molecule | HCMV antiviral | AmpC detergent |
| --- | --- | --- | --- |
| 1 | CCOC(=O)c1c(C)oc2ccc(N(C(=O)Oc3ccccc3)S(=O)(=O)c3ccccc3)cc12 | -5 | 11% |
| 2 | Cc1ccc(NC(=O)NCc2cccn2Cc2ccccc2)c(C)c1 | -9 | 14% |
| 3 | Cn1c(=O)n(C)c2cc(NS(=O)(=O)c3ccc(F)cc3)c(NCc3ccccc3)cc21 | -18 | 18% |
| 4 | CC(C)(C)c1ccc(-c2nc(SCCOc3ccc(Cl)cc3)n3[nH]c(=O)cc3n2)cc1 | -17 | 7% |
| 5 | CC(C)(C)c1ccc(S(=O)(=O)NCc2ccc3c(c2)CCN3C(=O)c2ccccc2)cc1 | ? | -3% |
| 6 | COc1ccc(-c2cc(C(F)(F)F)n3nc(C(=O)NCC45CC6CC(CC(C6)C4)C5)cc3n2)cc1OC | -3 | ? |
| 7 | COc1ccc(CC(=O)N2CCc3cc(OC)c(OC)cc3C2COc2ccc(F)cc2)cc1OC (stereo not given) | 20 | 7% |
| 8 | Cc1ccc(CSc2nc3ccccc3c3nc(CCn4c(C)nc5ccccc54)nn23)cc1 | 9 | 6% |
| 9 | COC(=O)c1c(-c2cccs2)csc1NC(=O)c1ccc(C(C)C)cc1 | 62 | 20% |
| 10 | CCN(CC)CCn1c(=N)n(CC(O)COc2ccccc2C)c2ccccc21 (stereo not given) | -99* | 18% |
| 11 | CCCCC(CC)CNC(=O)CN1C(=O)CSc2ccc(S(=O)(=O)N3CCOCC3)cc21 (stereo not given) | -4 | 0% |
| 12 | Cc1cc(O)c(C(c2cccc(F)c2)N2CCN(c3ccccc3)CC2)c(=O)n1Cc1ccco1 (stereo not given) | 11 | 2% |
| 13 | COc1ccc(CCNC(=O)c2ccc3c(c2)c(C)c(C)n3Cc2ccc(F)cc2)c(OC)c1OC | 0 | -2% |
| 14 | COc1ccc(-c2cc(C(=O)Oc3ccc(Cl)cc3)c3ccccc3n2)cc1 | 10 | -6% |
| 15 | COc1ccc(N2CCN(C(=O)c3cn(C)c4ccc(S(=O)(=O)N(C)C5CCCCC5)cc4c3=O)CC2)cc1 | 0 | -5% |
| 16 | Cc1cccc(CSc2nc3cccnc3n2Cc2ccc(C(=O)NCc3cccs3)cc2)c1 | ? | 3% |
| 17 | O=C(Nc1ccc(C(=O)N2CCN(c3cccc(Cl)c3)CC2)cc1)c1nsc2ccccc12 | 49 | 15% |
| 18 | CCOc1ccc(NC(=O)C(=O)NCCc2csc(-c3ccc(F)cc3)n2)cc1 | 18 | 23% |
| 19 | CCOc1ccc(-n2c(SCC(=O)Nc3ccc4c(c3)OCCO4)nc3c([nH]c4ccccc43)c2=O)cc1 | 27 | 9% |
| 20 | CC(=O)Nc1cccc(-c2nc(-c3ccccc3)no2)c1 | 55 | 7% |
| 21 | COc1ccc(NC(=O)c2oc3ccccc3c2NC(=O)Cc2coc3c(C)c(C)ccc23)cc1 | 47 | 10% |
| 22 | O=C(COc1ccc(Cl)cc1Cl)Nc1ccc(C(=O)OC2CCCCC2)cc1 | -1 | -2% |
| 23 | COCCNC(=O)C(=O)NCC(c1cccnc1)N1CCN(c2ccccc2)CC1 (stereo not given) | -1 | -5% |
| 24 | Cc1cccc(S(=O)(=O)c2cn(Cc3ccccc3)c3cc(N4CCCC(C)C4)c(F)cc3c2=O)c1 (stereo not given) | ? | -2% |
| 25 | CCOC(=O)c1ccc(NC(=O)C2CCCN(c3ncnc4onc(C)c34)C2)cc1 (stereo not given) | -75* | 0% |
| 26 | Cc1ccccc1Cn1c(=O)n(CCc2ccccc2)c(=O)c2sc3ccccc3c21 | 17 | -15% |
| 27 | COc1cccc(CNC(=O)c2sc3nc4n(c(=O)c3c2C)CCC4)c1 | 6 | 19% |
| 28 | Cc1ccc(/C=C/c2onc(C)c2S(=O)(=O)N2CCC(C(=O)N3CCN(c4cccc(C)c4)C(C)C3)CC2)cc1 (stereo not given) | 5 | 22% |
| 29 | Cc1ccc(N(C)S(=O)(=O)c2ccc(-c3coc(C)n3)cc2)cc1 | 17 | -6% |
| 30 | Cc1cccc(Cn2c(=O)n(CC3CCC(C(=O)N4CCC(C)CC4)CC3)c(=O)c3sccc32)c1 (stereo not given) | -3 | 10% |

The list continues.
| item | Molecule | HCMV antiviral | AmpC detergent |
| --- | --- | --- | --- |
| 31 | Cc1cccc(C(=O)Nc2ccccc2OCc2cc(=O)n3cc(C)ccc3n2)c1 | 16 | 13% |
| 32 | CCOc1ccc(N(C(=O)c2ccc(C)cc2)S(=O)(=O)c2ccc3c(c2)n(C)c(=O)n3C)cc1 | -3 | -1% |
| 33 | COc1ccc(C2(CNC(=O)C(=O)Nc3ccc(F)cc3)CCCC2)cc1OC | 8 | 3% |
| 34 | COc1cc(C(=O)N2CCN(C(=O)COc3cccc(C)c3)CC2)cc(OC)c1OC | 28 | 8% |
| 35 | CC(C)CC(=O)Nc1ccc2nc(SCC(=O)N3CCc4ccccc43)sc2c1 | 1 | 0% |
| 36 | Cc1c(CNCCCc2ccccc2)c(C(=O)O)c(C)n1Cc1ccc(Cl)cc1 | -9 | 16% |
| 37 | Cc1ccc2c(c1)c1c(c(=O)n(-c3ccccc3)c(=O)n1CC(=O)c1ccc(Cl)cc1)n2C | 8 | 3% |
| 38 | Cc1ccc2c(c1)-c1ncc(C(=O)c3ccccc3O)cc1CO2 | -26 | 4% |
| 39 | O=C(NC1CCCC1)c1ccc2c(c1)N(Cc1ccccc1)C(=O)c1ccccc1S2 | -21 | 8% |
| 40 | O=C(CCc1nc(CN2CCN(S(=O)(=O)c3ccc(Br)cc3)CC2)no1)N1CCCCC1 | 20 | 11% |
| 41 | Cc1c(C(=O)Nc2cccc(Cl)c2)oc2ccc(S(=O)(=O)N3CCCCCC3)cc12 | -29 | 1% |
| 42 | CCOc1ccc(NC(=O)c2cc3c(n(-c4ccc(OC)cc4)c2=O)CC(C)(C)CC3=O)cc1 | -1 | 16% |
| 43 | COc1ccc(NC(=O)c2c(NCc3ccc(OC)c(OC)c3OC)sc3c2CCC3)c(OC)c1 | -1 | 1% |
| 44 | COc1ccc(Cl)cc1NC(=O)c1sc2nc3c(cc2c1N)CN(C)CC3 | ? | 17% |
| 45 | COc1ccc(-c2c(C)c3cc(OC(=O)N4CCOCC4)ccc3oc2=O)cc1OC | -25 | 2% |
| 46 | O=C(CCNS(=O)(=O)c1ccc2c(c1)CCCC(=O)N2)NCc1ccccc1Cl | -1 | 16% |
| 47 | CCc1cc2c(-c3ccccc3)cc(=O)oc2c2c1OCN(Cc1ccc(C)cc1)C2 | 1 | 15% |
| 48 | Cc1cc(C)c(NC(=O)Cn2c(=O)n(Cc3ccco3)c(=O)c3ccc(C(=O)NC4CCCC4)cc32)c(C)c1 | 3 | 6% |
| 49 | Cn1c(=O)oc2cc(S(=O)(=O)N3CCCC(C(=O)NCc4ccc(F)cc4)C3)ccc21 (stereo not given) | -24 | 1% |
| 50 | Oc1ccccc1-c1nc(/C=C/c2ccccc2Cl)no1 | ? | -7% |
| 51 | O=C(NC1CC(=O)N(c2cccc(F)c2)C1)c1ccc(S(=O)(=O)N2CCOCC2)cc1 (stereo not given) | 3 | -6% |
| 52 | Cc1cccc(Cn2cccc(C(=O)Nc3ccc(F)cc3F)c2=O)c1 | -30 | 1% |
| 53 | Cc1cc(C)c(NC(=O)CCC(=O)N2Cc3ccccc3Oc3ncccc32)c(C)c1 | -3 | 3% |
| 54 | O=C(COc1ccccc1F)Nc1ccc2nc(SCC(=O)N3CCOCC3)sc2c1 | -68* | 19% |
| 55 | COC(=O)c1cc2oc3ccccc3c2n1Cc1nc(-c2ccc(Cl)cc2)oc1C | 4 | 25% |
| 56 | CC(C)OCCCNC(=O)c1ccc2c(=O)n(CCc3ccccc3)c(=O)[nH]c2c1 | 5 | 6% |
| 57 | Cc1ccccc1CNC(=O)c1ccc2[nH]c(C)c(C)c2c1 | 0 | -2% |
| 58 | CCc1ccccc1NC(=O)N1CCC2(CC1)Oc1ccccc1C(=O)N2Cc1ccccc1F | 7 | 1% |
| 59 | COC(=O)c1ccccc1NC(=O)c1ccc(-c2nc(COc3ccccc3)c(C)o2)cc1 | -1 | -8% |
| 60 | CCOc1ccccc1CNC(=O)c1cnc2sc(N(CC)CC)nn2c1=O | -19 | 0% |

Shown in transposed form: part of the list above.
31	Cc1cccc(C(=O)Nc2ccccc2OCc2cc(=O)n3cc(C)ccc3n2)c1
32	CCOc1ccc(N(C(=O)c2ccc(C)cc2)S(=O)(=O)c2ccc3c(c2)n(C)c(=O)n3C)cc1
33	COc1ccc(C2(CNC(=O)C(=O)Nc3ccc(F)cc3)CCCC2)cc1OC
34	COc1cc(C(=O)N2CCN(C(=O)COc3cccc(C)c3)CC2)cc(OC)c1OC
35	CC(C)CC(=O)Nc1ccc2nc(SCC(=O)N3CCc4ccccc43)sc2c1
36	Cc1c(CNCCCc2ccccc2)c(C(=O)O)c(C)n1Cc1ccc(Cl)cc1
37	Cc1ccc2c(c1)c1c(c(=O)n(-c3ccccc3)c(=O)n1CC(=O)c1ccc(Cl)cc1)n2C
38	Cc1ccc2c(c1)-c1ncc(C(=O)c3ccccc3O)cc1CO2
39	O=C(NC1CCCC1)c1ccc2c(c1)N(Cc1ccccc1)C(=O)c1ccccc1S2
40	O=C(CCc1nc(CN2CCN(S(=O)(=O)c3ccc(Br)cc3)CC2)no1)N1CCCCC1

Assay by compound	31	32	33	34	35	36	37	38	39	40
HCMV antiviral	16	-3	8	28	1	-9	8	-26	-21	20
AmpC detergent	13%	-1%	3%	8%	0%	16%	3%	4%	8%	11%

41	Cc1c(C(=O)Nc2cccc(Cl)c2)oc2ccc(S(=O)(=O)N3CCCCCC3)cc12
42	CCOc1ccc(NC(=O)c2cc3c(n(-c4ccc(OC)cc4)c2=O)CC(C)(C)CC3=O)cc1
43	COc1ccc(NC(=O)c2c(NCc3ccc(OC)c(OC)c3OC)sc3c2CCC3)c(OC)c1
44	COc1ccc(Cl)cc1NC(=O)c1sc2nc3c(cc2c1N)CN(C)CC3
45	COc1ccc(-c2c(C)c3cc(OC(=O)N4CCOCC4)ccc3oc2=O)cc1OC

Assay by compound	41	42	43	44	45
HCMV antiviral	-29	-1	-1	?	-25
AmpC detergent	1%	16%	1%	17%	2%

(continued)
| item | Molecule | HCMV antiviral | AmpC detergent |
| --- | --- | --- | --- |
| 61 | CCOc1ccc(C(=O)Nc2ccc(-n3nncc3-c3ccc(OC)cc3)cc2)cc1 | -39 | -3% |
| 62 | O=C(NCCCN1CCN(c2ccc(F)cc2)CC1)C1COc2ccccc2C1 (stereo not given) | -18 | -10% |
| 63 | COc1ccc(NC(=O)C(C)N2Cc3ccccc3C2=O)cc1OC (stereo not given) | 2 | -6% |
| 64 | CC(C)CC(NC(=O)C1CCC(C)CC1)C(=O)OCC(=O)c1ccc(Cl)cc1 (stereo not given) | 4 | -11% |
| 65 | COc1ccc(NC(=O)CSc2nc3ccccc3nc2Cc2ccc(C)cc2)cc1Cl | 1 | -6% |
| 66 | O=S(=O)(c1ccc(-n2cnnn2)cc1)N1CCN(c2cccc(C(F)(F)F)c2)CC1 | 87 | 16% |
| 67 | Cc1cc(C)cc(NC(=O)Nc2ccc3nc(N4CCN(C)CC4)cc(C)c3c2)c1 | -7 | -6% |
| 68 | Cc1ccc2c(c1)c1c(c(=O)n(-c3ccccc3C)c(=O)n1Cc1ccccc1F)n2C | -28 | 9% |
| 69 | COc1ccc(-c2nsc(NC(=O)c3oc4ccc(Cl)cc4c3C)n2)cc1 | 50 | -3% |
| 70 | COc1ccc(CN2COc3ccc4c(-c5ccccc5)cc(=O)oc4c3C2)cc1 | -9 | 11% |
| 71 | Cc1ccc(NS(=O)(=O)c2ccc3[nH]c4c(c3c2)CCCCCC4)cc1 | 1 | 10% |
| 72 | O=C(NCCCN1CCN(c2ccccc2F)CC1)c1nnc(Cc2ccc(Cl)cc2Cl)o1 | -3 | 12% |
| 73 | CCOC(=O)N1CCc2c(sc(NCc3ccc(N(C)C)cc3)c2C(=O)Nc2ccccc2OCC)C1 | 18 | 7% |
| 74 | CCOC(=O)c1cc(C)n(CC2CCC(C(=O)Nc3ccc(C)cc3)CC2)c1C (stereo not given) | -1 | 15% |
| 75 | COc1ccc(OC)c(CCNC(=O)C(C)n2c(C)c3cnn(-c4ccccc4)c(=O)c3c2C)c1 (stereo not given) | -1 | 22% |
| 76 | Cc1ccccc1NC(=O)c1c(C)oc2ccc(O)c(CN3CCCCCC3)c12 | -30 | -9% |
| 77 | CCN(c1ccc(Cl)cc1)S(=O)(=O)c1nnc(NC(=O)c2ccccc2C)s1 | 27 | 20% |
| 78 | COc1ccccc1CNC(=O)CSc1nnc(C)c2c(C)n(-c3ccccc3)nc12 | -26 | -2% |
| 79 | CCc1ccc(NC(=O)c2sc3nc(C)cc(C)c3c2NC(=O)c2ccccc2)cc1 | 1 | -1% |
| 80 | Cc1ccc(-n2c(/C=C\c3ccc(F)cc3)nc3ccccc3c2=O)cc1Cl | 85 | 8% |
| 81 | CC(=O)Nc1ccccc1-c1nc2ccccc2n(CC(=O)Nc2cccc(C(F)(F)F)c2)c1=O | ? | -3% |
| 82 | CCc1ccc2oc(-c3ccc(NC(=O)c4cc5ccccc5o4)cc3)nc2c1 | 38 | 18% |
| 83 | CCN(C(=O)Cn1c(=O)oc2cc(S(=O)(=O)N3CCCCC3)ccc21)c1ccccc1 | -19 | 0% |
